PKA inh: inhibitors of human PKA kinase activity, primary screen, biochemical, ATP-depletion luminescence, Kemptide substrate | PKA Kemptide phosphorylation, Kinase-Glo ATP luminescence | inhibition, % at 6 µM | actives 0.1% (n = 65,000) | cAMP-dependent protein kinase catalytic subunit alpha (Homo sapiens), P17612 | AID 524, 2006;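 active means inhibition above the screen-wide mean inhibition plus 3 SD, cut at about 21% in these data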; further: many of its hits are not listed in these tables
NADH coupling: inhibitors of PK/LDH coupling enzymes, profiling panel, artefact control, biochemical, MLSMR library. actives 0.02% (n = 65,000). AID 774, 2007. IC50, µM (top dose mostly 10 µM), inactives show at the highest dose inhibition. coupled PK/LDH NADH assays, four targets;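 active means single-dose screening hits from any of four coupled enzyme assays that gave an IC50 when retested across doses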;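 further: the DPM-DC format reads NADH fluorescence rather than 340 nm absorbance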
JNK3 inh: JNK3 kinase activity inhibitors, primary screen, biochemical, human, purified enzyme; actives 0.61% (n = 60,000); inhibition, % at 8 µM; HTS; in the data active means inhibition above about 17%;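 further: 0% = DMSO and 100% = reference inhibitor; many of its hits are not listed in these tables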
tolC growth inh: growth inhibitors of E. coli tolC mutant, primary screen, strain BW25113 ΔtolC::kan, 384-well; OD615; growth inhibition, % at 10 µM (by protocol); actives 2.2% (n = 65,000); AID 573, 2007;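 active means growth inhibition at or above a cutoff equal to the mean over every tested compound plus 3 SD, cut at about 60% in these data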;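 further: growth measured after 20 h incubation at 37 °C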
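Signal: optical density read at 615 nm; Assay system: E. coli ΔtolC::kan strain BW25113; Times: 20 h incubation with compound, 37 °C; Dosing: 10 µM final, single dose.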
HEK293 NFkB inh: inhibitors of PMA/ionomycin-induced NF-kB reporter, primary screen, antigen receptor NF-kB inhibitor project, cell-based, HEK-293 luciferase reporter, luminescence; actives 0.21% (n = 62,000); AID 465, 2006; HEK-293 NF-kB luciferase reporter; inhibition, % at 3 µM;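 active means inhibition above the mean of all tested compounds plus 3 SD, cut at about 40% in these data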;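 further: 0% = stimulated DMSO wells and 100% = 10 µM reference inhibitor 5653914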
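System – HEK-293 cells with stable firefly luciferase reporter driven by four HIV NF-kB elements · Doses – one dose, 3 µM · Schedule – 1 h compound pre-incubation, 16 h PMA/ionomycin at 37 °C · Technique – luminescence from luciferase substrate reagent · Measure – percent inhibition normalized per plate to DMSO and reference-inhibitor controls · Replicates – tested once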
ROCK2 inh: inhibitors of human ROCK2 kinase, primary screen, biochemical, high-throughput, luminescence; inhibition, % at 6 µM; Rho-associated protein kinase 2 (Homo sapiens), O75116; purified ROCK2, Kinase-Glo ATP depletion luminescence; actives 0.35% (n = 60,000);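 active means inhibition above the screen-wide mean inhibition plus 3 SD, cut at about 18% in these data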;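 further: plate controls were DMSO wells for no effect and Y-27632 control wells after no-enzyme background subtraction for full effect; many of its hits are not listed in these tables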
Target sequence (O75116 whole entry, looked up): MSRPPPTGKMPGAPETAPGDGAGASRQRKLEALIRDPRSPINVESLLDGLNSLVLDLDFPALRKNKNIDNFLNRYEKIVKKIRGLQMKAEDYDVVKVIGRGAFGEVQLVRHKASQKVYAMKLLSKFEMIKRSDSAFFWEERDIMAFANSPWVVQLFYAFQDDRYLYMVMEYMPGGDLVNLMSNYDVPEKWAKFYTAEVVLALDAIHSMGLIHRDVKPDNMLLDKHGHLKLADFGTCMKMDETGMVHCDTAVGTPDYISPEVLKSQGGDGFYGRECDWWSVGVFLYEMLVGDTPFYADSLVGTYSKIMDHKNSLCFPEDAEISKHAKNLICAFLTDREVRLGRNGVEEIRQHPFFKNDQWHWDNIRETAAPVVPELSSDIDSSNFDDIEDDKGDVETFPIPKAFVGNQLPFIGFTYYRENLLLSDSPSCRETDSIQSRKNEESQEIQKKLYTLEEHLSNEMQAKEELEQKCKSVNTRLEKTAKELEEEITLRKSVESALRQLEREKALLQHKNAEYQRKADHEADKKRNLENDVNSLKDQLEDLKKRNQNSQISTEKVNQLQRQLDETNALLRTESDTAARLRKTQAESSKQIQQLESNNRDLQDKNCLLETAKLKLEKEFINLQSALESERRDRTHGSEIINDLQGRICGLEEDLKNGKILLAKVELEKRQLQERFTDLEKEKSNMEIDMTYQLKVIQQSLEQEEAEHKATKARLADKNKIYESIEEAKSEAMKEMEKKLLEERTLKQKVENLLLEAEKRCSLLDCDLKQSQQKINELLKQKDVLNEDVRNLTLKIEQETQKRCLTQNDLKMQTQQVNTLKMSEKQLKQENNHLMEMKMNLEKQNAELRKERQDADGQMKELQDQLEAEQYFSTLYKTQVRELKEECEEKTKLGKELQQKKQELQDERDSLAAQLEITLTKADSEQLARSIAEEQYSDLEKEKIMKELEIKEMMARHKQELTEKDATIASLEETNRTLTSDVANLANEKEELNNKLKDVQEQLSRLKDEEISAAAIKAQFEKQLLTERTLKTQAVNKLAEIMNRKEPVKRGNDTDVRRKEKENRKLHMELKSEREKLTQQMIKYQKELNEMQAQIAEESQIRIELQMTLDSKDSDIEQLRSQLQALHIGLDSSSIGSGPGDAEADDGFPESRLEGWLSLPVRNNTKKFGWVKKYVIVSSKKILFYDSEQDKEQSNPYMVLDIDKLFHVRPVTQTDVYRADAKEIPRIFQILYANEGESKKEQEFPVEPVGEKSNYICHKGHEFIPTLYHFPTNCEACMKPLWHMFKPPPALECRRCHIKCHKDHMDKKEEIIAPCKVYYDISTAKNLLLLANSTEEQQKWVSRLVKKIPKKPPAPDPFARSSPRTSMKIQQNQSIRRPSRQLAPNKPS
Fluor 339 460: intrinsic fluorescence of library compounds, ex339/em460 – biochemical, MLSMR library, data from DPM-DC assay, artefact control, profiling panel; compound autofluorescence, ex339/em460 nm, NADH buffer; stronger effect = higher value; 1 = no-compound wells, NADH background; actives 5.5% (n = 65,000); fluorescence fold increase at 10 µM;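 active means at 10 µM, mean starting fluorescence two-fold or more over control wells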;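 further: signal is the first read of a kinetic run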
A340 absorber: compound light absorbance at 340 nm, profiling panel, artefact control, biochemical, MLSMR library, data from PS, PMK, MK assays; AID 708, 2007; 65,000 tested, under 10 active; compound absorbance at 340 nm, fold over control; fold change at 10 µM;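 active means at 10 µM dose, initial 340 nm absorbance at least 2 fold that of control wells; inactive means change under 2 fold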;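 further: initial absorbance extrapolated from kinetic A340 decline of NADH oxidation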
MMP-13 inhibitor: human MMP13 inhibitors, primary screen, biochemical, FRET peptide cleavage | Collagenase 3 (Homo sapiens), P45452 | MMP-13 fTHP FRET cleavage, Mca fluorescence | inhibition, % at 4 µM | actives 0.07% (n = 65,000);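 active means inhibition above the mean of compound-free control plate wells plus 3 SD, cut at about 14% in these data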;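 further: 0% = DMSO wells and 100% = wells with reference MMP-13 inhibitor after basal subtraction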
* marks the source's active call; other numbers are inactive results; / = not tested or not shown; [ ] = another dose, or the depositor's remark.

SMILES	PKA inh	NADH coupling	JNK3 inh	tolC growth inh	HEK293 NFkB inh	ROCK2 inh	Fluor 339 460	A340 absorber	MMP-13 inhibitor
CSc1sc(C)cc1C1C(C#N)=C(N)N(c2cccnc2)C2=C1C(=O)CC(C)(C)C2 (stereo unspecified)	3	7%	0	17	3	7	1.1	1	-7
COc1ccc(C(=O)OC(COc2ccccc2)Cn2ccnc2)cc1 (stereo unspecified)	/	2%	/	28	/	/	1.1	1	/
C=CCNS(=O)(=O)c1ccc(OCC(=O)OCC)cc1	-1	4%	6	0	3	-1	1.1	1	3
COc1ccc(CCN(C)C(=O)CN2C(=O)c3ccccc3S2(=O)=O)cc1OC	0	4%	-6	-7	21	-6	1.1	0.99	-1
CCOC(=O)CNc1c(N2CCN(c3ccccn3)CC2)c(=O)c1=O	-5	1%	0	-6	18	1	1.1	1	2
CCc1cc2c(=O)c(-c3cscn3)coc2c(CN(C)C)c1O	2	4%[fluoresces]	0	17	/	-7	2.3*	1.1	-97[fluorescence artefact?]
O=C(CCCn1c(=S)[nH]c2cc3c(cc2c1=O)OCO3)N1CCN(c2ccccn2)CC1	-1	6%	/	-7	24	/	1	1.1	-2
COc1ccc(Cl)cc1NC(=O)CN1CCC(n2nnc3ccccc32)CC1	7	4%	-5	1	21	6	1	1	-3
O=C(Nc1cccnc1)c1cn(-c2ccccc2)nc1-c1cccs1	8	4%	3	17	1	1	1.1	1	0
Cc1onc(-c2c(F)cccc2Cl)c1C(=O)OCn1nnc2ccccc2c1=O	1	2%	9	18	8	5	1.1	1.1	1
CC1CCc2nc(NC(=O)CN3CCOCC3)sc2C1 (stereo unspecified)	9	9%	1	5	1	4	1.1	1	3
Cc1ccccc1C1CC(c2ccccc2)Nc2ncnn21 (stereo unspecified)	/	2%	/	22	/	/	1	0.98	/
Cc1cc(Cl)c2c(c1)[C@]1(C(=O)N2)[C@@H]2C(=O)N(Cc3ccccc3)C(=O)[C@@H]2[C@@H]2CCCN21	-2	6%	-2	17	26	-5	1.1	1	6
CC1CCN(C(=O)CSc2nnc(-c3ccco3)o2)CC1	-8	9%	1	-5	4	-4	1	1	7
O=C(c1ccccc1)c1ccc(OCC(O)CN2CCOCC2)cc1 (stereo unspecified)	10	6%	3	-5	9	11	1.1	1	1
O=S(=O)(c1ccc(Cl)s1)N1CCN(C/C=C/c2ccccc2)CC1	8	7%	0	35	10	0	1	1	1
Cc1nc2cc(NC(=O)N3c4ccccc4CC3C)ccc2n1C (stereo unspecified)	-7	5%	-3	8	-32	4	1.1	1	-11
CN(Cc1nc2ccccc2n1C)S(C)(=O)=O	9	3%	-10	-12	-11	2	1.1	1.1	2
CCOc1ccccc1-n1c(SCC(N)=O)nc2ccccc2c1=O	4	10%	4	-5	8	2	1.1	1	4
COc1ccc(N2C(=O)CC(Sc3ncn[nH]3)C2=O)c(OC)c1 (stereo unspecified)	10	8%	-1	-10	6	5	1.1	0.99	4
CC1COC2C(O1)N(S(C)(=O)=O)CCN2S(C)(=O)=O (stereo unspecified)	10	5%	6	17	-7	4	1.1	1	4
CCOC(=O)/N=C(/NC(=O)Nc1ccc(C(=O)OCC)cc1)OC	-1	2%	1	3	-8	-6	1	0.99	0
O=C(Nc1ccc2c(c1)OCO2)N1CCN(c2cccc(C(F)(F)F)c2)CC1	2	2%	-10	34	10	4	1.1	1.1	3
Cn1nnc2cc(NC(=O)N3CCN(c4ccccn4)CC3)ccc21	4	7%	-6	-11	10	1	1.4	1	-9
CCN(CC)c1nc(C)c2c(c1C#N)CC(C)(C)OC2	1	11%	-2	14	/	-13	1.9	1	-18
COC(=O)C1C(=O)c2c([nH]c(C(=O)OCCOC(C)C)c2C)CC1C (stereo unspecified)	1	11%	/	-14	-1	/	1	1	1
COc1ccc(S(=O)(=O)N2CC(O)CC2C(=O)OCC(=O)Nc2ccc(Cl)cn2)cc1 (stereo unspecified)	3	6%	-1	0	-3	0	1.1	1	-11
O=C(Nc1nnc(-c2ccc(F)cc2)o1)c1ccco1	-4	4%	-7	77*	8	0	1.1	1.1	5
CCOC(=O)c1ccc(NC(=O)CSc2nnc(CNC(=O)c3c(F)cccc3Cl)o2)cc1	14	2%	/	-16	13	/	1.1	1	1
CNC(=O)CSc1nc2c(c(=O)n(C)c(=O)n2C)n1Cc1ccc(C)cc1	8	2%	-1	3	16	0	1	0.97	-3
CCn1c(-c2cc(OC)ccc2OC)csc1=Nc1c(C)n(C)n(-c2ccccc2)c1=O	5	9%	/	-9	20	/	1.1	1	1
Cc1nc(N)c(C#N)c(-c2cccnc2)c1C	1	3%	6	-3	12	-3	1.4	1	-11
Cc1onc(-c2ccccc2)c1C(=O)Nc1ccc2c(C)cc(=O)oc2c1	9	3%[fluoresces]	/	21	16	/	2.2*	1.1	-51[fluorescence artefact?]
O=C(COc1ccccc1Cl)Nn1cnnc1	14	3%	-8	2	15	2	1.1	1.1	0
Cn1c(=O)c2c(nc(CN3CCCCC3)n2Cc2c(F)cccc2Cl)n(C)c1=O	-12	5%	-10	-1	10	-2	1.1	1	5
O=C(COC(=O)c1ccccn1)Nc1cccc(Cl)c1Cl	11	4%	5	-5	3	7	1.1	1	3
CCOC(=O)c1[nH]c2c(c1C)C(=O)CC(c1ccc(N(C)C)cc1)C2 (stereo unspecified)	1	6%	7	13	5	6	1.1	1	7
CCOC(=O)c1[nH]c2ccc(OC)cc2c1NC(=O)c1nonc1C	3	9%	3	4	-2	7	1.1	1	6
COc1ccc(OCC(O)COc2ccc(OC)cc2)cc1	-2	4%	-2	17	0	0	1	1	-7
COCCn1c(C)cc(C(=O)CSc2nnc3scc(-c4ccc(Cl)cc4)n23)c1C	5	6%	-4	-12	4	11	1.1	1.1	5
OC(CNCC(c1ccco1)N1CCCCC1)c1ccccc1 (stereo unspecified)	9	13%	1	0	15	5	1.2	1	2
COc1ccc(C2C3=C(N=C4SCC(=O)N42)c2ccccc2CC3)cc1OC (stereo unspecified)	-4	3%	6	14	12	-4	1.1	1	9
COC(=O)Nc1ccc2c(c1)ncn2C1CCCCC1	-4	5%	1	16	-6	-5	1.1	1	5
COC(=O)c1cccc(NC(=O)CSc2ncn[nH]2)c1	8	4%	1	-2	4	10	1.1	1	3
COc1ccc(CN=CC2=C(O)CNC2=O)cc1OC	6	5%	1	-5	18	7	1	1.1	5
CN1CCN(C(=O)C23CC4CC(CC(C4)C2)C3)CC1	/	4%	/	-7	/	/	1.1	1	/
Cc1nnc(SCC(=O)N2CCN(Cc3ccccc3)CC2)s1	8	11%	3	-5	-4	8	1.1	1.1	4
COc1ccc(CC(=O)NCc2cn3ccsc3n2)cc1	0	5%	-4	-10	18	4	1.1	1	-6
O=C(c1ccc2c(c1)OCCO2)C1CCN(C(=O)c2ccc(F)c(F)c2)CC1	12	9%	4	5	22	5	1.1	0.97	0
COc1cc(-c2nnc(SCC(=O)c3ccc(C)cc3)o2)cc(OC)c1OC	-6	3%	-5	7	16	-6	1.1	0.99	4
Cc1cc(Br)ccc1NC(=O)CNC(=O)CSc1n[nH]c(N)n1	4	3%	1	-16	0	3	1.1	0.99	-6
CCOc1nc(NCc2ccco2)nc(Nc2ccc(OC)cc2)n1	5	6%	8	-9	5	10	1.1	0.99	-3
Cc1cc(NC(=O)c2noc3c2CCCC3)no1	7	3%	2	-8	4	0	1.1	1	3
Cc1cc(-c2ccccc2)nn1-c1nc2c(c(=O)[nH]c(=O)n2C)n1C	7	8%	-1	-7	13	4	1.1	0.98	-16
COc1ccc(NC(=O)N2CCC(NC(=O)c3ccco3)CC2)cc1	7	9%	1	8	10	7	1.1	1	-3
O=C(Cc1ccc(F)cc1)N(c1ccc(F)cc1)C1C=CS(=O)(=O)C1 (stereo unspecified)	-3	6%	-1	-4	10	-3	1	0.98	-3
CCOC(=O)c1c(C)c(C(=O)NC2CCCCCC2)c(C)n1C	14	5%	1	-4	-3	8	1.2	1	-4
O=c1cc(CO)oc(CN2CCC(Cc3ccccc3)CC2)c1O	13	6%	4	-28	1	5	1.1	1	2
O=C(CN1CCCCC1)N1CCN(C(=O)CN2CCCCC2)CC1	1	0%	2	-17	14	3	1.1	1	3
CCOC(=O)c1ccc(NC(=O)CSc2nnc(CNC(=O)c3ccccc3F)o2)cc1	-6	3%	/	-12	5	/	1.1	1	1
(continued)
SMILES	PKA inh	NADH coupling	JNK3 inh	tolC growth inh	HEK293 NFkB inh	ROCK2 inh	Fluor 339 460	A340 absorber	MMP-13 inhibitor
COC(=O)Cn1ccc(N(C)C)c(C#N)c1=O	4	3%	8	-11	20	4	1.1	1	1
O=C(NCCc1ccncc1)c1ccccc1F	6	1%	-1	-8	10	-2	1.1	1	5
Cc1cccc(Nc2ccccc2C(=O)O)c1C	-8	3%	6	14	/	-4	0.96	1	-2
COc1ccc2nc(NC(=O)CCc3nc(-c4ccccc4F)no3)sc2c1	-4	8%	-2	-27	-3	6	1.1	1	3
OC(COc1ccc(Cl)cc1)CN1CCCCC1 (stereo unspecified)	12	8%	-2	-9	12	6	0.98	1	2
Cc1cccc2[nH]c3c(=O)n(CCN4CCNCC4)cnc3c12	2	14%	1	-8	14	0	2.5*	1	-12
C=CCNS(=O)(=O)c1cccc2cc(C(=O)O)c(O)cc12	-4	9%	-2	10	13	-1	2.3*	1	-3
COc1ccccc1S(=O)(=O)Cc1ccc(C(=O)N2CCCC2)o1	-7	3%	-6	-12	14	-3	1.1	1	0
COc1cccc(CNC(=O)CN(c2cc(C)cc(C)c2)S(=O)(=O)c2c(C)noc2C)c1	6	2%	-6	4	21	1	1.1	1	4
Cc1c(N=CN2CCOCC2)c(=O)n(C)c(=O)n1C	2	2%	-6	-23	5	-3	1.1	1.1	3
Cc1noc(C)c1C(=O)N1CCN(C(=O)c2sc3cc(Cl)ccc3c2Cl)CC1	7	2%	2	11	6	6	1.1	1	-4

Gathered by group, the entries above containing a cyano group (4)
SMILES	PKA inh	NADH coupling	JNK3 inh	tolC growth inh	HEK293 NFkB inh	ROCK2 inh	Fluor 339 460	A340 absorber	MMP-13 inhibitor
CSc1sc(C)cc1C1C(C#N)=C(N)N(c2cccnc2)C2=C1C(=O)CC(C)(C)C2 (stereo unspecified)	3	7%	0	17	3	7	1.1	1	-7
CCN(CC)c1nc(C)c2c(c1C#N)CC(C)(C)OC2	1	11%	-2	14	/	-13	1.9	1	-18
Cc1nc(N)c(C#N)c(-c2cccnc2)c1C	1	3%	6	-3	12	-3	1.4	1	-11
COC(=O)Cn1ccc(N(C)C)c(C#N)c1=O	4	3%	8	-11	20	4	1.1	1	1

The list is partial (hit frequency here may not be typical).
